Screening results deposited in PubChem BioAssay by The Scripps Research Institute Molecular Screening Center.
GPR151 activ = human GPR151 activation. Q8TDV0. PathHunter beta-arrestin GPR151 cells, luminescence. activation, % at 11.2 µM. 1% of 650,000 active; in the data active = activation above about 4.9%;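 note: 0% = median of compound wells and 100% = cells with positive control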
Target sequence (Q8TDV0 whole entry, looked up): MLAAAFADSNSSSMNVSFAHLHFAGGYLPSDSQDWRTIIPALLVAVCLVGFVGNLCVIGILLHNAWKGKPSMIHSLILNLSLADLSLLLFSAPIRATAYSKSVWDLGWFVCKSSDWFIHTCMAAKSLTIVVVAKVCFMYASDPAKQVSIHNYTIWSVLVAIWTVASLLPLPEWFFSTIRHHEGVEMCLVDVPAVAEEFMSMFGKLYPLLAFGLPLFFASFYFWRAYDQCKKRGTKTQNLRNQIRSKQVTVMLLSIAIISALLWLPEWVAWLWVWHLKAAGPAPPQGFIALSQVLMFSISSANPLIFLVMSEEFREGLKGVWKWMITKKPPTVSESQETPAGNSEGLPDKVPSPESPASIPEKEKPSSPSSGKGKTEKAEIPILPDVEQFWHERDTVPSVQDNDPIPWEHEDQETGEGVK
FBW7 act = activators of human E3 ligase FBW7. AlphaScreen FBW7–phospho-cyclin E peptide binding, activator screen. normalized activity (activation), % at 26.1 µM. Q969H0. AID 1259310. 0.13% of 650,000 active; in the data active = normalized activity above about 1.9%;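 note: purified mutant Fbw7 with reduced substrate affinity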
MITF primary = blocks human microphthalmia-associated transcription factor | AlphaScreen MITF homodimerization, bead proximity signal | 0.91% of 650,000 active | inhibition, % at 2.6 µM | O75030; in the data active = inhibition above about 50%;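 note: 0% = vehicle wells with protein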
Target sequence (O75030 whole entry, looked up): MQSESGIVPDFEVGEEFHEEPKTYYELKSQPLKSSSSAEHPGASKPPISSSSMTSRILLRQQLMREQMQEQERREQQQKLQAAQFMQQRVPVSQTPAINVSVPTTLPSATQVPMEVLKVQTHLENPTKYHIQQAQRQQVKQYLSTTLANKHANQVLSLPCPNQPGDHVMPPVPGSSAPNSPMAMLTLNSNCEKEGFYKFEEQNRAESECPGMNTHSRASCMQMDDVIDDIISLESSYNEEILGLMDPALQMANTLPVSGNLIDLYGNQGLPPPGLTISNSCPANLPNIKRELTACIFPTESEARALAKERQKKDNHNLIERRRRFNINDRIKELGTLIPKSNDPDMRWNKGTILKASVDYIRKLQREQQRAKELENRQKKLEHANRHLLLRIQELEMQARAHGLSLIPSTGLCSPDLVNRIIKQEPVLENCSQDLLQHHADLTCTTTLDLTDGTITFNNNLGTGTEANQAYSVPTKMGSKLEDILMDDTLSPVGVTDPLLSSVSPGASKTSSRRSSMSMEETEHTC
TEAD-YAP block = TEAD-YAP interaction inhibition | 1.4% of 640,000 active | HEK-TIYL cells, TEAD-Gal4/YAP UAS-luciferase luminescence | inhibition, % at 9.12 µM; in the data active = inhibition above about 32%;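 note: 0% = median of test compound wells and 100% = reference inhibitor wells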
Active calls of the source: *; / = no result given.

Compound | GPR151 activ | FBW7 act | MITF primary | TEAD-YAP block
CC1=C(C(=O)Nc2ccc(Cl)cc2)C(c2ccncc2)C(C#N)=C(SCC(=O)Nc2ccc(C)cc2C)N1 (stereo not drawn) | 0.8 | 0.1 | 14 | 6
N#Cc1ccc(OCC(=O)OCC(=O)Nc2ccc(Cl)cn2)cc1 | -1.1 | 0.0 | -13 | 7
COCCNC(=O)/C(C#N)=c1\s/c(=C\c2sccc2C)c(=O)n1-c1ccccc1F | -0.3 | -0.2 | -6 | -2
CCOC(=O)C1=C(C)NC(=S)NC1c1ccccc1C (stereo not drawn) | 4.9 | -0.2 | 6 | 1
O=C(O)CCC/C=C\C[C@@H]1[C@@H](/C=C/[C@H](O)COc2cccc(C(F)(F)F)c2)[C@H](O)C[C@@H]1O | 1.2 | / | 7 | /
CCOc1cc2oc(=O)cc(CC)c2cc1Cl | -0.1 | -0.1 | 3 | 5
CC(=O)Oc1ccc(C(=O)Nc2cccc(C(=O)O)c2)cc1 | -10 | 0.0 | 12 | 18
O=C(COC(=O)CNC(=O)c1ccccc1)Nc1ccc(Cl)cn1 | -1.5 | 0.7 | 3 | 4

4 entries from above in a different format:
CCOC(=O)C1=C(C)NC(=S)NC1c1ccccc1C (stereo not drawn)
- GPR151 activ: 4.9
- FBW7 act: -0.2
- MITF primary: 6
- TEAD-YAP block: 1

O=C(O)CCC/C=C\C[C@@H]1[C@@H](/C=C/[C@H](O)COc2cccc(C(F)(F)F)c2)[C@H](O)C[C@@H]1O
- GPR151 activ: 1.2
- FBW7 act: /
- MITF primary: 7
- TEAD-YAP block: /

CCOc1cc2oc(=O)cc(CC)c2cc1Cl
- GPR151 activ: -0.1
- FBW7 act: -0.1
- MITF primary: 3
- TEAD-YAP block: 5

CC(=O)Oc1ccc(C(=O)Nc2cccc(C(=O)O)c2)cc1
- GPR151 activ: -10
- FBW7 act: 0.0
- MITF primary: 12
- TEAD-YAP block: 18

Continuation.
Compound | GPR151 activ | FBW7 act | MITF primary | TEAD-YAP block
Cc1cc2c(c(=O)o1)C(c1ccccc1)C(C#N)=C(N)O2 (stereo not drawn) | -1.1 | 0.0 | 5 | -6
Cc1ccc(-c2nc(C(N)=O)c3[nH]c(=O)n(CCc4ccccc4)c3n2)cc1 | 1.1 | 0.1 | 4 | 4
CN(C)CCSc1cc(-c2cn[nH]c2)ccc1NC(=O)C1COc2ccccc2O1 (stereo not drawn) | -0.9 | -0.1 | 18 | -15
O=C(NCCOC(=O)c1cccnc1)c1ccc2c(c1)S(=O)(=O)c1ccccc1C2=O | 0.7 | 0.1 | 4 | 8
COCCOC(=O)c1ccc(NC(=O)c2ccccc2Br)cc1 | -1.1 | 0.0 | 2 | -8
N#Cc1ccc(OCC(=O)NCc2ccccc2)cc1 | -2.2 | -0.1 | 4 | -6
CN(C)C(=O)Cn1c(SCC(=O)Nc2ccc(N3CCCC3)cc2)nc2ccccc21 | 0.6 | -0.2 | 9 | 15
Cc1c(Cl)cccc1Nc1nnc(C)c(=O)[nH]1 | -1.2 | 0.6 | 10 | 8
COc1ccc(NC(=O)CNS(=O)(=O)c2cccc3nonc23)c(OC)c1 | 0.4 | 0.5 | 8 | 14
O=c1[nH]c(CN2CCN(Cc3ccc4c(c3)OCO4)CC2)nc2ccsc12 | -0.1 | 0.1 | 0 | 2
O=C(Nc1nc(-c2ccc(Br)s2)cs1)C1COc2ccccc2O1 (stereo not drawn) | -0.1 | 0.1 | 7 | -4
Oc1cccc(C(Nc2nccs2)c2ccc3cccnc3c2O)c1 (stereo not drawn) | 0.4 | -1.2 | 69* | 73*
CCOC(=O)c1c(NC(=O)c2ccco2)sc(C(=O)Nc2cccc(Cl)c2C)c1C | 1.3 | 0.4 | -6 | 8
CC(C)(C)N(Cc1ccccc1)C(=O)COc1cccnc1[N+](=O)[O-] | -0.1 | -0.1 | -1 | -15
O=S(=O)(c1ccccc1)c1ccc(Br)cc1 | -1.0 | -0.1 | 4 | 3
COC(=O)c1ccccc1NC(=O)CSc1nc2ccsc2c(=O)n1C1CCCCC1 | 1.9 | -0.1 | -3 | 4
O=C(O)c1cc(Br)ccc1NS(=O)(=O)c1cccc2nsnc12 | -0.8 | 0.1 | 3 | -3
CCOCCOC(=O)C1=C(C)NC2=C(C(=O)CC(c3ccc(OC)cc3)C2)C1c1ccccc1F (stereo not drawn) | -0.2 | 0.0 | -8 | 17
NS(=O)(=O)c1ccc(CNC(=O)CCNS(=O)(=O)c2ccccc2F)cc1 | 1.0 | -0.2 | 2 | 7
Cc1c(C(=O)NCc2ccco2)oc2c(Cl)cccc12 | -1.2 | -0.2 | 2 | -1
COc1ccc(C(=O)O)cc1Nc1nc2ccccc2n2cnnc12 | 1.4 | 0.0 | 7 | 0
CCC(C)NC(=O)CN(c1ccccc1F)S(=O)(=O)c1ccccc1 (stereo not drawn) | 2.7 | 0.6 | 20 | 2
Cc1ccccc1Oc1cc([N+](=O)[O-])cc2c1C(=O)Nc1cc(Cl)ccc1O2 | 0.5 | 0.0 | 10 | 9
O=C1c2ccccc2C(=O)N1c1ccc2nc(-c3ccccc3)[nH]c2c1 | 0.8 | 0.1 | 1 | -16
COc1cccc(-c2nc(C=Nc3cccc(F)c3)c(O)o2)c1 | 3.4 | -0.1 | 4 | -12
Fc1ccc(NC(=S)N(Cc2ccccc2)Cc2ccccc2)cc1 | 2.6 | -0.1 | 7 | 6
O=C(Nc1ccc2c(c1)OCCO2)c1cc2c(s1)CCCC2 | 1.5 | 0.0 | -2 | -7
O=C(c1cccc2nccnc12)N1CC[C@@H](c2ccccc2)[C@H](O)C1 | -0.7 | -0.1 | -6 | 6
Cc1cccc(CC(=O)Nc2cnn(-c3cccc(C(=O)N(C)Cc4ccon4)c3)c2)c1 | 0.6 | 0.2 | 1 | 8
COC(=O)c1ccccc1S(=O)(=O)N(CCCO)Cc1cc2cc(C)ccc2[nH]c1=O | -0.8 | 0.9 | 16 | 9
O=C1/C(=C/c2cccs2)SC(=S)N1c1cccnc1 | 0.2 | -0.1 | -1 | -12
NC(=O)c1cnc(NCCCN2CCCC2=O)s1 | 1.5 | 0.0 | -6 | -3

Entries of single compounds, looked up by structure. Values in the order: GPR151 activ, FBW7 act, MITF primary, TEAD-YAP block
`CN(C)CCSc1cc(-c2cn[nH]c2)ccc1NC(=O)C1COc2ccccc2O1` (stereo not drawn) in the list: -0.9, -0.1, 18, -15
`CC(=O)Oc1ccc(C(=O)Nc2cccc(C(=O)O)c2)cc1` in the list: -10, 0.0, 12, 18

Remaining list, next part:
Compound | GPR151 activ | FBW7 act | MITF primary | TEAD-YAP block
O=C(CSc1ccc2nnc(-c3ccccc3)n2n1)NCC1CCCO1 (stereo not drawn) | 0.7 | 0.0 | -16 | -13
Cc1cccc(NC(=O)Nc2nnc(N3CCCC(C)C3)s2)c1 (stereo not drawn) | -0.6 | 0.1 | 2 | -3
COc1cc(/C=C2/C(=N)N3N=C(C(F)(F)F)SC3=NC2=O)ccc1OCc1ccccc1Cl | -1.1 | 0.4 | 19 | 14
O=C(NCCCN1CCCC1=O)c1cnc(-c2ccc(N3CCOCC3)nc2)s1 | -1.3 | 0.0 | 1 | -11
CN(C)c1ccc(N2C(=O)CCC2=O)cc1 | 0.6 | 0.6 | -2 | 7
O=C(NCc1nc(-c2ccncc2)n[nH]1)C1(c2ccc(Cl)cc2)CCCC1 | -0.2 | -0.3 | -11 | 23
CCn1c(=O)n(CC(=O)Nc2ccc(F)c(Cl)c2)c(=O)c2ccccc21 | 0.3 | -0.1 | 12 | -7
COc1cccc(-c2cnc3ccc(NC4CCOCC4)nn23)c1 | -0.6 | 0.3 | -3 | 57*
COCCN(CCOC)S(=O)(=O)c1ccc(C(=O)Nc2c(C(=O)OC)sc3ccccc23)cc1 | -0.3 | -0.2 | -11 | 7
COC(=O)Nc1ccc(S(=O)(=O)Nc2ccc(C)cc2)cc1 | 0.1 | -0.1 | -10 | 10
CC(=O)Oc1ccc2cc(-c3nnc(-c4ccccc4)o3)c(=O)oc2c1 | -9.2 | -0.1 | -8 | -11
Cc1[nH]c2ccccc2c1C(=O)C(=O)N1CC(C)OC(C)C1 (stereo not drawn) | -0.7 | 0.5 | 16 | 17
NC(=O)CSc1nc2ccccc2n1CC(=O)NC(c1ccccc1)c1ccccc1 | 0.9 | 0.0 | -4 | -4
Cc1cccc(C(=O)NC(=S)Nc2cccc(C(=O)O)c2)c1 | -1.3 | -0.3 | -2 | -42
COC(=O)C1=C(C)N(C)C(=O)NC1c1cc(OC)c(Br)cc1OC (stereo not drawn) | -0.6 | 0.2 | 15 | 9
CCOc1ccccc1N(CC(=O)NCCOC)C(=O)CCC(=O)Nc1nccs1 | -1.6 | 1.6 | -5 | 3
O=C(NNS(=O)(=O)c1ccc2ccccc2c1)C1OC2OC3(CCCCC3)OC2C2OC3(CCCCC3)OC12 (stereo not drawn) | 1.5 | 0.0 | -9 | 8
CCOc1ccccc1N(CC(=O)NC1CCCC1)C(=O)CCC(=O)Nc1cc(C)on1 | -0.2 | 0.0 | -11 | -7
CCOC(=O)c1c(NC(=O)Nc2ccc(Cl)cc2)sc(C)c1C | -0.4 | -0.2 | -16 | 2
O=C(Nc1cccc(F)c1)c1cncc(Br)c1 | 0.4 | -0.2 | 2 | -15
COC(=O)c1ccc(NC(=O)C(C)N2c3cccc4cccc(c34)S2(=O)=O)cc1 (stereo not drawn) | 0.2 | 0.2 | 12 | -6
CN1CCN(c2ccnc3c(-c4cccc5cccnc45)cnn23)CC1 | -0.4 | -0.3 | -1 | -17
CCC(C(=O)NC1CCCC1)N(C(=O)Cn1nnc(-c2ccc(C)o2)n1)C(C)(C)C (stereo not drawn) | -1.1 | 1.7 | 13 | 0
CCc1nc2ccccc2n1CC(N)=O | 1.1 | 0.0 | 41 | -1
C=C(C)/C=N/NC(=S)Nc1cccc(S(=O)(=O)N(C)C)c1 | 1.6 | 0.0 | 5 | -1
COc1ccc(C2CC(c3ccc(Cl)cc3)=NN2c2cccc(Cl)c2)cc1OC (stereo not drawn) | -0.2 | 0.4 | -14 | 1
COC(=O)[C@H](Cc1ccccc1)NC(=O)C1CC(Cc2ccc(F)cc2)=NO1 (stereo partly drawn) | 0.5 | 0.0 | 8 | -39
COc1ccc(C(=O)Nn2c(SCc3ccc([N+](=O)[O-])cc3)nc3ccccc3c2=O)cc1 | 3.1 | 0.0 | 2 | 49*
CCc1ccc(C(=O)CC(c2ccccc2)C2CCCC2=O)cc1 (stereo not drawn) | -0.2 | 0.0 | 9 | 0
CC(=O)Nc1ccc(Nc2nc(Nc3ccccn3)nc3c2ncn3C2CCCCC2)cc1 | 0.0 | 0.0 | -13 | -5
Cc1ccnc(SCc2cc(=O)c(OC(=O)c3ccccc3Cl)co2)n1 | -2.2 | -0.1 | 6 | 9
O=C(NCc1ccco1)c1ccc(CS(=O)(=O)c2cccc(C(F)(F)F)c2)o1 | -0.3 | 0.1 | -13 | -8
COc1ccccc1/C=C/CN1CCN(Cc2cccs2)C(CCO)C1 (stereo not drawn) | 6.9* | 0.2 | 8 | 3
O=[N+]([O-])c1ccc(Nc2nc(N3CCOCC3)nc(N3CCOCC3)n2)cc1 | -1.0 | 0.1 | 1 | -2
FC(F)(F)c1cccc(CNc2nc(Nc3cnccn3)nc3c2ncn3-c2ccccc2)c1 | -1.0 | 0.0 | -5 | 6
CCC(CC)C(=O)Nc1c(C(=O)Nc2ccc(OC)cc2)oc2ccccc12 | -1.0 | -0.1 | 0 | 15
COc1ccc(O)c(CN[C@H]2C[C@@H](C(=O)NCCc3ccccc3F)N(CC(C)C)C2)c1 | 0.9 | 0.0 | -4 | 4
CCOc1ccc(NC(=O)CSC2=C(C#N)C(c3ccc(Cl)cc3)C3=C(CCCC3=O)N2)cc1 (stereo not drawn) | -1.4 | 0.1 | -6 | 14
O=C(Cn1ccnc1)N1CCC(c2ccnc3nc(C(F)(F)F)nn23)CC1 | 0.0 | 0.0 | 16 | -1
Cc1cncn(CC(=O)Nc2cccc3cccnc23)c1=O | 0.3 | -0.1 | 4 | 8
O=C1CC(=O)Nc2cc(S(=O)(=O)Nc3ccc(Cl)c(Cl)c3)ccc2N1 | 1.9 | -0.1 | -6 | 1
CCN1C(=O)/C(=C/c2ccc(C(=O)OC)cc2)NC1=S | -1.0 | 0.0 | 7 | 1
Cc1cc(-c2cnc(N3CCOCC3)nc2C2CCN(Cc3ccc(C)o3)CC2)on1 | 0.7 | -0.1 | 4 | -9
Cc1cccc(-n2c(SCC(=O)NC(C)C)nnc2-c2cccnc2)c1C | 0.2 | 0.1 | -10 | -6
Cc1c(N2C(=O)c3ccc(C(=O)O)cc3C2=O)cccc1[N+](=O)[O-] | 0.9 | 0.0 | -14 | -3
CCc1nnc(NC(=O)CSc2nnnn2C2CCCCC2)s1 | -0.7 | 0.3 | 5 | 10
C=CCOc1ccccc1CN1CCc2c(nc(C)[nH]c2=O)C1 | -0.1 | 0.0 | -21 | -4
COc1ccccc1NC(=O)Cn1c(=O)n(Cc2ccc(F)cc2)c(=O)c2cccnc21 | 0.6 | -0.1 | 5 | 16
COCCn1c(-c2cccc(Cl)c2)n[nH]c1=S | -0.2 | 0.0 | 6 | 2
CC1CC(=O)NN=C1c1ccc(NCCO)c([N+](=O)[O-])c1 (stereo not drawn) | 0.8 | 0.0 | 10 | -15
